GPR55 activation – GPR55 agonists via beta-arrestin recruitment, primary screen, imaging, U2OS cells, beta-arrestin-GFP redistribution (AID 1961); U2OS GPR55 beta-arrestin-GFP redistribution imaging; higher % means a stronger effect; activation, % at 10 µM; hits with a dose series show EC50 in µM; 290,000 compounds, 0.048% hits;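 active means activation above 40% with more than 50 cells counted in the well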;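 further: U2OS osteosarcoma cells stably expressing GPR55 and beta-arrestin-GFP; plate controls were DMSO negative control for no effect and LPI positive control for full effect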
NS5 inhibitors – flavivirus cap methylation enzyme inhibition – biochemical, confirmation dose response, primary screen (AID 588689) | 340,000 compounds, 0.3% hits | Dengue-2 NS5 methyltransferase capping enzyme assay, biochemical; higher % means a stronger effect | inhibition, % at 25 µM, or IC50 in µM where a hit was titrated; in the data active means a potency from the dose series
HIV peptide binding – inhibitors of HIV fusion peptide binding, primary screen, biochemical, uHTS, fluorescence dequenching (AID 1986); cell-free peptide binding, fluorescence dequenching, 30 min; higher % means a stronger effect; one-dose inhibition, % at 20 µM; IC50 in µM for titrated hits; 290,000 compounds, 0.3% hits; in the data active means inhibition mostly above about 52%, no sharp cut-off; inactive means mostly below about 76%; further: some results filed as inactive read as strong as hits
GPR35 antagonists – GPR35 antagonists blocking zaprinast-driven arrestin recruitment, primary screen, imaging, U2OS, beta-arrestin-GFP, zaprinast agonist (AID 2058); 290,000 compounds, 0.052% hits; U2OS GPR35 beta-arrestin-GFP translocation imaging, zaprinast antagonism; higher % means a stronger effect; inhibition, % at 10 µM, or IC50 in µM where a hit was titrated;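 active means inhibition of at least 50% with at least 30 cells and total cytoplasm GFP at most 10,000,000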
SIAH1 antagonists – Siah-1 peptide-binding antagonists, primary screen, biochemical, fluorescence polarization, rhodamine-plectin, uHTS (AID 1817); Siah-1 / rhodamine-plectin peptide fluorescence polarization; higher % means a stronger effect; displacement, % at 20 µM, or IC50 in µM where a hit was titrated; 290,000 compounds, 0.02% hits;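 active means displacement of at least 50% at 20 µM, with a fluorescence ratio check between 0.3 and a set limit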;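 further: plate controls were Siah plus tracer with DMSO for no effect and tracer alone without Siah for full effect; strong numbers were not always called active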
NTR1 ag – agonists of NTR1, primary screen, imaging, U2OS cells, beta-arrestin-GFP, high content (AID 493036). 330,000 compounds, 0.17% hits. activation, % at 20 µM. NTR1-U2OS beta-arrestin-GFP spot imaging, agonist mode;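 active means activation at or above 40% of the spot to cytoplasm intensity ratio, with at least 20 cells analyzed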;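 further: 0% = DMSO without peptide and 100% = 100 nM NTR1 peptide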
Target sequence (P30989 whole entry, looked up): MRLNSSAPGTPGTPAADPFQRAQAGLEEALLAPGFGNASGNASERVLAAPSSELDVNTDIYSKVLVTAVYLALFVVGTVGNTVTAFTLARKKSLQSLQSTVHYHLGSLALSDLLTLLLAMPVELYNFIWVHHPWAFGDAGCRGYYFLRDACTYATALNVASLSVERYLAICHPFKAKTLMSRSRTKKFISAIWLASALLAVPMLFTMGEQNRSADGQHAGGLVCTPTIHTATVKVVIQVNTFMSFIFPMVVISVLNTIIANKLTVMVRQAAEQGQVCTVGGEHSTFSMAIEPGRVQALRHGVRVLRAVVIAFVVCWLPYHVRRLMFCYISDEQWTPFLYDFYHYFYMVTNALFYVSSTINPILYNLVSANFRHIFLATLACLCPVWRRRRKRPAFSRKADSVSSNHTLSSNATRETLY
GPR55 LPI antagonism – GPR55 antagonists blocking LPI-driven arrestin recruitment, primary screen, imaging, U2OS, beta-arrestin-GFP, LPI agonist (AID 2013). U2OS GPR55 beta-arrestin-GFP translocation imaging, LPI antagonism; higher % means a stronger effect. 290,000 compounds, 0.13% hits. inhibition, % at 10 µM, or IC50 in µM where a hit was titrated;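 active means spots per cell inhibited over 60%, with over 100 cells counted and total cytoplasm intensity under 500,000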;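 further: U2OS cells stably carrying GPR55 and arrestin-GFP stimulated by 5 µM LPI near EC80; imaged beta-arrestin-GFP aggregate spots per cell after agonist stimulation; plate controls were LPI-stimulated DMSO wells for no effect and DMSO wells without LPI for full effect; some results filed as inactive read as strong as hits; confirmed hits need IC50 under 10 µM and bright autofluorescent wells are also inconclusive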
K1F lysis inhibition – protection from phage-mediated lysis, alamar blue read-out – E. coli UTI89, K1F phage, bacterial capsule biogenesis inhibitors (AID 488966); E. coli UTI89 K1F phage lysis, alamar blue, 2 h; higher % means a stronger effect; inhibition, % at 100 µM; hits with a dose series show IC50 in µM; 340,000 compounds, 0.02% hits;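 active means phage lysis inhibition, versus mean bacterial control, above a set limit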;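 further: capsule biogenesis inhibitors block K1F phage lysis so surviving cells raise fluorescence; higher fluorescence means more inhibition of phage lysis; actives were called in the ten point dose series up to 300 µM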
AID2073 – disruptors of CaV2.2 binding to Mint1 – biochemical, HTRF (AID 2073) | HTRF protein-protein interaction, Mint1-CaV2.2; higher % means a stronger effect | one-dose inhibition, % at 20 µM; IC50 in µM for titrated hits | 290,000 compounds, 0.19% hits; in the data active means inhibition mostly above about 51%, no sharp cut-off; further: some results filed as inactive read as strong as hits
NTR1 ag cell count 20 µM – second read-out of NTR1 ag, no call of its own (marks repeat the call); cell count; measured here: cell count, cytotoxicity flag
An asterisk follows results filed as active; x = no result given; [ ] = another dose, or the depositor's remark.

SMILES	GPR55 activation	NS5 inhibitors	HIV peptide binding	GPR35 antagonists	SIAH1 antagonists	NTR1 ag	NTR1 ag cell count 20 µM	GPR55 LPI antagonism	K1F lysis inhibition	AID2073
S=C(c1ccc(-c2ccccc2)o1)N1CCCCC1	0.2%	-2%	3.1%	12%	-2%	-0.3	64	-6%	0.2%	17%
N=c1n(CCN2CCCC2)c2ccccc2n1CC(O)c1ccc(Cl)c(Cl)c1 (stereo unspecified)	-0.1%	-9%	-0.3%	-7%	-1%	10	108	4%	140µM*	3%
CC1=CCC2C(=O)N(c3cccc(C(=O)Nc4ccccc4Cl)c3)C(=O)C2C1 (stereo unspecified)	0.4%	-4%	0.2%	12%	-2%	-0.3	74	9%	-0.1%	-4%
Cc1cc(=O)oc2c(C)c(OC(C)C(=O)NCCCn3ccnc3)ccc12 (stereo unspecified)	-0.2%	-5%	3.1%	1%	-2%	0.1	64	21%	0.0%	4%
S=c1[nH]nc(COc2ccc(Cl)cc2)n1-c1ccc(Cl)cc1	0.4%	-3%	1.0%	9%	-5%	0.6	52	5%	-0.6%	-21%
N#C/C(=C\C=C\c1ccccc1)C(=O)Nc1ccccc1	0.5%	-4%	-1.0%	-4%	-11%	-1.3	93	-4%	0.1%	21%
CC1(C)CC(=O)C(C(c2ccccc2F)C2C(=O)CC(C)(C)CC2=O)C(=O)C1	-0.1%	23%	0.9%	13%	1%	0.7	44	-12%	4.9%	7%
Cc1cc(NC(=O)C(C)Sc2nc(-c3ccccc3)cc(=O)[nH]2)no1 (stereo unspecified)	-0.2%	2%	3.0%	-1%	-1%	-1.5	45	-1%	0.4%	3%
COC(=O)C1=CN(Cc2ccc(OC)cc2)C=C(C(=O)OC)C1c1ccc(O)c(OC)c1	-0.1%	0%	-0.5%	10%	5%	0.4	49	-8%	0.8%	-5%
Cc1ccc(S(=O)(=O)NCC2(c3ccccc3)CCN(C)CC2)cc1	-0.3%	-7%	1.2%	2%	2%	0.0	55	-8%	0.3%	9%
Cc1ccc(C)c(C(=O)Cn2c(NCCO)nc3ccccc32)c1	0.4%	-3%	-1.9%	-14%	0%	-0.3	82	1%	0.1%	11%
CCOc1cc(C2C(C(=O)OC)=C(C)N=C3SC(C)C(=O)N32)ccc1OC(C)=O (stereo unspecified)	-0.2%	-5%	2.4%	18%	0%	0.0	37	16%	1.5%	-3%
Cc1ccc(Sc2ccc(N)cn2)cc1	0.5%	x	2.0%	-1%	1%	1.7	52	-2%	x	2%
COc1nc(N)nc(CC(=O)C2CC2)n1	0.3%	0%	-3.1%	-10%	1%	-1.2	45	14%	0.3%	7%
N#CCOc1ccccc1/C=C/c1nc2ccccc2c(=O)[nH]1	-0.1%	-2%	-1.3%	14%	12%	0.2	53	7%	0.2%	0%
COc1cccc(-n2c(COc3ccc(C)cc3)nnc2SCC(=O)O)c1	-0.2%	0%	0.3%	-14%	-3%	1.9	46	8%	4.1%	-4%
O=C(c1ccccc1-c1nc(-c2ccccc2)no1)N1CCOCC1	0.2%	2%	1.6%	5%	1%	3.3	88	0%	0.5%	9%
O=C1/C(=C/c2ccncc2)N=C2CCCCCN12	0.0%	-8%	-0.1%	1%	-4%	0.8	55	-7%	-0.2%	-3%
O=C(COC(=O)CNS(=O)(=O)/C=C/c1ccccc1)Nc1cc(S(=O)(=O)N2CCCCC2)ccc1Cl	0.3%	-2%	1.3%	-5%	4%	3.5	69	10%	0.4%	18%
COc1ccc(NC(=O)CSc2nnc(C3CC3)n2-c2ccccc2)cc1	0.3%	4%	-1.4%	30%	-2%	0.0	85	-1%	0.2%	-3%

Profiles, quoted from the list.
N#CCOc1ccccc1/C=C/c1nc2ccccc2c(=O)[nH]1 in the list: GPR55 activation = -0.1%; NS5 inhibitors = -2%; HIV peptide binding = -1.3%; GPR35 antagonists = 14%; SIAH1 antagonists = 12%; NTR1 ag = 0.2; NTR1 ag cell count 20 µM = 53; GPR55 LPI antagonism = 7%; K1F lysis inhibition = 0.2%; AID2073 = 0%
S=C(c1ccc(-c2ccccc2)o1)N1CCCCC1 in the list: GPR55 activation = 0.2%; NS5 inhibitors = -2%; HIV peptide binding = 3.1%; GPR35 antagonists = 12%; SIAH1 antagonists = -2%; NTR1 ag = -0.3; NTR1 ag cell count 20 µM = 64; GPR55 LPI antagonism = -6%; K1F lysis inhibition = 0.2%; AID2073 = 17%

The main list resumes; the two compounds before the break are reprinted first.
SMILES	GPR55 activation	NS5 inhibitors	HIV peptide binding	GPR35 antagonists	SIAH1 antagonists	NTR1 ag	NTR1 ag cell count 20 µM	GPR55 LPI antagonism	K1F lysis inhibition	AID2073
O=C(COC(=O)CNS(=O)(=O)/C=C/c1ccccc1)Nc1cc(S(=O)(=O)N2CCCCC2)ccc1Cl	0.3%	-2%	1.3%	-5%	4%	3.5	69	10%	0.4%	18%
COc1ccc(NC(=O)CSc2nnc(C3CC3)n2-c2ccccc2)cc1	0.3%	4%	-1.4%	30%	-2%	0.0	85	-1%	0.2%	-3%
COc1ccccc1CNC(=O)/C=C/c1cc2c(cc1Br)OCO2	-0.2%	-1%	-0.7%	19%	-6%	0.7	43	-7%	0.4%	10%
CC(C)Oc1cc2oc(=O)c3c(c2cc1Cl)CCC3	-0.3%	-1%	-2.0%	-6%	2%	1.5	59	78%	2.2%	-1%
CCOCCCNc1nc2c(c(=O)[nH]c(=O)n2C)n1CCCc1ccccc1	-0.2%	7%	-0.8%	-6%	3%	-2.0	82	-7%	0.5%	7%
COc1ccc(C2SCC(=O)N2c2ccc(C)cc2)cc1 (stereo unspecified)	-0.1%	x	-1.1%	10%	0%	0.8	56	5%	-0.5%	-1%
Cc1oc(-c2cccc(Cl)c2)nc1CN1CCC(C(=O)N2CCN(c3ccccc3F)CC2)CC1	-0.1%	0%	1.2%	2%	8%	14	64	2%	3.5%	-2%
Cn1nccc1C(=O)Nc1sc2c(c1C(N)=O)CCCC2	-0.1%	-4%	-0.4%	-16%	-1%	1.6	72	-9%	0.1%	3%
Cc1ccc(-n2[nH]c(C)c(C=Nc3ccc(S(=O)(=O)Nc4nccs4)cc3)c2=O)cc1C	-0.3%	2%	25%	-2%	7%	2.5	66	6%	0.3%[50 µM]	18%
O=C1NC(c2ccccc2)Nc2c1sc(=S)n2-c1ccccc1 (stereo unspecified)	0.1%	3%	9.5%	-5%	8%	0.6	45	2%	-0.5%	-8%
Cc1occc1C(=O)N=Nc1c(O)n(C)c2ccccc12	0.2%	-6%	-2.5%	-2%	0%	1.5	63	3%	3.1%	-7%
CSc1nnc(-c2sccc2-n2cccc2)o1	0.4%	-6%	-0.9%	-2%	8%	1.0	40	-14%	-0.3%	4%
COc1ccc(Cn2c(C)c(C)c(C#N)c2NC(=O)Nc2ccc(F)cc2)cc1	-0.1%	-7%	-2.6%	-2%	4%	-0.7	54	4%	1.1%	2%
CCCc1cc(=O)[nH]c(SCC(=O)N(C)C2CCS(=O)(=O)C2)n1 (stereo unspecified)	-0.2%	2%	0.9%	-2%	1%	1.2	37	1%	0.2%	15%
CCN(CC)C(=O)CSc1nnc(CNc2ccc(F)cc2)n1-c1ccccc1	0.4%	1%	-0.5%	4%	3%	-0.2	47	-5%	6.5%	11%
O=C(COc1ccc(S(=O)(=O)NC2CCCCC2)cc1Cl)NCc1ccc2c(c1)OCO2	-0.1%	-10%	-2.9%	5%	5%	10	47	9%	-1.2%	1%
Cc1ccc(C2C(C#N)=C(N)Oc3cc(C)oc(=O)c32)o1 (stereo unspecified)	-0.2%	6%	-0.3%	14%	2%	3.9	61	-11%	0.1%	-12%
COc1ccc(OCc2cc(C(=O)NC3CCOCC3)no2)c2ccccc12	-0.1%	12%	-0.4%	-21%	4%	2.0	70	20%	0.4%	-1%
COc1ccc(CCN2C(=O)CC(NC34CC5CC(CC(C5)C3)C4)C2=O)cc1OC (stereo unspecified)	0.1%	2%	-1.0%	-12%	10%	3.8	60	-15%	-2.0%	19%
COc1ccc(NCC(=O)Nc2cc(S(=O)(=O)N3CCOCC3)ccc2N2CCOCC2)c(OC)c1	-0.3%	-1%	-2.4%	-4%	-5%	-0.2	70	1%	-0.2%	-7%
Cc1cc(=O)[nH]c(=O)n1Cc1ccccc1	-0.6%	-10%	1.6%	8%	3%	-0.4	56	9%	0.3%	15%
COCC(C)n1c(SCC(=O)NCCC2=CCCCC2)nc2ccccc2c1=O (stereo unspecified)	-0.2%	-11%	-0.5%	-15%	0%	-1.1	72	6%	-0.4%	-4%
COC(=O)CC1=Nc2ccccc2NC(=O)C1	0.2%	2%	1.1%	3%	3%	0.2	74	-8%	-0.1%	2%
CC(C)[C@H](NC(=O)Nc1ccc2c(c1)OCCO2)C(=O)O	0.5%	0%	0.1%	-11%	-5%	2.2	56	-6%	2.7%	-5%
CCOC(=O)CSC1=C(C#N)C(C)C2=C(CCCC2=O)N1 (stereo unspecified)	-0.2%	-13%	0.6%	-6%	-3%	-1.0	63	5%	0.8%[50 µM]	-25%
Cc1ccc(CNC(=O)CSc2nc3[nH]ncc3c(=O)[nH]2)cc1	-0.2%	-5%	-1.3%	-8%	3%	-1.1	80	10%	0.7%[50 µM]	3%
CC(=O)c1ccc(OCCNS(=O)(=O)c2ccc(-n3cnnn3)cc2)cc1	-0.2%	-2%	-1.2%	3%	7%	1.0	46	16%	2.5%	-2%
CCc1cccc(C)c1NS(=O)(=O)c1cc(Br)cnc1N	-0.1%	-4%	2.3%	-3%	-6%	5.3	87	-19%	-1.3%	-1%
CCOC(=O)CC1CCCCN1C(=O)c1ccc2oc(CCc3ccccc3)nc2c1 (stereo unspecified)	0.1%	-4%	-1.6%	-4%	2%	0.6	69	4%	0.0%	4%
COc1ccc(NC(=O)CSc2nc3scc(C)c3c(=O)[nH]2)cc1	-0.2%	5%	0.3%	-7%	0%	0.4	51	-2%	0.1%[50 µM]	-5%
O=C(CP(=O)(c1ccccc1)c1ccccc1)N1CCOCC1	-0.1%	10%	-1.1%	8%	0%	-0.8	84	10%	-0.7%	6%
CCc1ccc(OCc2ccc(C(=O)O)o2)cc1	1.0%	-6%	-0.1%	7%	4%	-1.0	89	0%	0.2%	10%

5 compounds already listed, sorted by their value in GPR35 antagonists, ascending.
SMILES	GPR35 antagonists
Cc1ccc(CNC(=O)CSc2nc3[nH]ncc3c(=O)[nH]2)cc1	-8%
COc1ccc(NC(=O)CSc2nc3scc(C)c3c(=O)[nH]2)cc1	-7%
CCOC(=O)CSC1=C(C#N)C(C)C2=C(CCCC2=O)N1 (stereo unspecified)	-6%
CCc1cccc(C)c1NS(=O)(=O)c1cc(Br)cnc1N	-3%
O=C(CP(=O)(c1ccccc1)c1ccccc1)N1CCOCC1	8%

Screening results from PubChem.
